SENP8 block = SENP8 protease inhibitors, primary screen, biochemical, luminescence. Sentrin-specific protease 8 (Homo sapiens), Q96LD8. purified SENP8, Z-RLRGG-aminoluciferin cleavage. inhibition, % at 10 µM. 330,000 tested, 1.2% active. AID 2540, 2010
UBC13 polyUb = UBC13 polyubiquitin chain formation inhibitors, primary screen, biochemical, TR-FRET, uHTS. inhibition, % at 20 µM. Ubiquitin-conjugating enzyme E2 N (Homo sapiens), P61088. 330,000 tested, 0.47% active; in the data active means inhibition above about 45%, passing the limit was not always enough
Target sequence (P61088 whole entry, looked up): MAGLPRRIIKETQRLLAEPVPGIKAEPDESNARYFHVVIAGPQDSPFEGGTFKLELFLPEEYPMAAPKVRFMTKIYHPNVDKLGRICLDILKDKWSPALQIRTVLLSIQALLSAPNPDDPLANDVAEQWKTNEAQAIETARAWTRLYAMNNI
Gli-Sufu block = Gli-Sufu pathway antagonists, primary screen, luciferase luminescence, Sufu-KO-LIGHT cells, uHTS | inhibition, % at 5 µM | 340,000 tested, 0.74% active | Sufu-KO-LIGHT fibroblasts, Gli luciferase reporter luminescence;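 active means inhibition above about 55%, limit read from the data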;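 further: 0% = DMSO-treated cells and 100% = wells with medium but no cells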
Apaf-1 inh = inhibitors of human Apaf-1 apoptosome, primary screen, biochemical, DEVD-Rh110 fluorescence, uHTS. 330,000 tested, 0.71% active. reconstituted apoptosome caspase-3 activity. Apoptotic protease-activating factor 1 (Homo sapiens), O14727. inhibition, % at 20 µM; active means inhibition of at least 40% at 20 µM;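 further: plate controls were DMSO wells for no effect and DEVD-CHO caspase inhibitor wells for full effect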
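System: Apoptosome proteins | Medium: Hepes pH 7.5 with detergent and BSA | Also added: Cytochrome c trigger plus (Z-DEVD)2-Rh110 caspase-3 substrate | Incubation: 30 min compound preincubation, 50 min activation, room temperature | Detection: Rhodamine 110 fluorescence at Ex 480/Em 540 nm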
697 NFkB inh = inhibitors of PMA/ionomycin-induced NF-kB reporter, 697 cells, primary screen, B-cell NF-kB inhibitor project, cell-based, luminescence, uHTS. 697 B-cell NF-kB luciferase reporter, 16 h. 330,000 tested, 0.33% active. inhibition, % at 4 µM. AID 435022, 2010; in the data active means inhibition above about 35%
HKDC1 inh = HKDC1 hexokinase inhibitors, primary screen, biochemical, fluorescence, uHTS; Q2TB90; recombinant HKDC1, G6PDH/diaphorase resazurin coupled fluorescence; inhibition, % at 20 µM; 340,000 tested, 0.16% active; AID 493160, 2011;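 active means inhibition above about 35% when tested at 20 µM, limit read from the data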;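 further: plate controls were DMSO wells with enzyme for no effect and DMSO wells lacking enzyme for full effect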
Target sequence (Q2TB90 whole entry, looked up): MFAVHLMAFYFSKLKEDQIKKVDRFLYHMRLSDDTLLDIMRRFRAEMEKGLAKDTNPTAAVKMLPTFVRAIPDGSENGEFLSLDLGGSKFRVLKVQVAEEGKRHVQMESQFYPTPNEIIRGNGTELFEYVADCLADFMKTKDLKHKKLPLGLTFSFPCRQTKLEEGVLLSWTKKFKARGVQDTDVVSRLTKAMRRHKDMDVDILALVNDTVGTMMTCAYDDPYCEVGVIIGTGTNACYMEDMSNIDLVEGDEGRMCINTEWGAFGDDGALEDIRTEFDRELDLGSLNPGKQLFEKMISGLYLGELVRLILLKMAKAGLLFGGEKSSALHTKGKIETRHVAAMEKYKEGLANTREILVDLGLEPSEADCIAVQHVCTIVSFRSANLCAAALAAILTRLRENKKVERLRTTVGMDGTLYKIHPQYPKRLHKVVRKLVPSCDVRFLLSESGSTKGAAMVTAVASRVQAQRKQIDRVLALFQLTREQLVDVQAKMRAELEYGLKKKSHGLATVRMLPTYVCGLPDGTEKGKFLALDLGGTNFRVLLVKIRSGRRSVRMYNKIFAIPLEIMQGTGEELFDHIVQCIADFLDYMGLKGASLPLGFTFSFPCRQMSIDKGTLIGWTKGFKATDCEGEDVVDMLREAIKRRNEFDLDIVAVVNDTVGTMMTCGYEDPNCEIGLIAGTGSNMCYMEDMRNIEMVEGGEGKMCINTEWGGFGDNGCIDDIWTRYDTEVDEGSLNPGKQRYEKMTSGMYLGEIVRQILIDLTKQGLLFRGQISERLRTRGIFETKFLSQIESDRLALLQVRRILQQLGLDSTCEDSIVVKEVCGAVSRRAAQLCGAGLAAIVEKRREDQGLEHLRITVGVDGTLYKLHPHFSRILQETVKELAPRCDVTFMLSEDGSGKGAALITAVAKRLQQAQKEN
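Test system: recombinant HKDC1 (HK5) hexokinase enzyme, produced in-house / Doses: 20 µM test compound, 1% DMSO / Timing: 90 min, room temperature / Detection: G6PDH/diaphorase-coupled fluorescence, 1 mM NADP, 100 µM resazurin, 525/613 nm / Control set: DMSO wells with and without enzyme mix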
SENP7 block = SENP7 protease inhibitors, primary screen, biochemical, luminescence, uHTS; Sentrin-specific protease 7 (Homo sapiens), Q9BQF6; recombinant SENP7, Z-RLRGG-aminoluciferin luminescence, 40 min; inhibition, % at 5 µM; 330,000 tested, 1.5% active;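 active means inhibition above about 50% at the single test dose, limit read from the data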;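 further: plate controls were DMSO with enzyme for no effect and no enzyme buffer wells for full effect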
Jurkat NFkB inh = inhibitors of induced NF-kB luciferase reporter, primary screen, TCR NF-kB activation inhibitor project, cell-based, luminescence, uHTS. AID 435003, 2010. 330,000 tested, 0.53% active. Jurkat, PMA/ionomycin-induced NF-kB luciferase reporter. inhibition, % at 4 µM
Active calls of the source: *. Unless noted, no stated cut-off is given here; in the data, active means inhibition above about 50%; inactive means the rest. Rows were taken by chance. About 3.6% of those tested had a hit in this group.

SMILES	SENP8 block	UBC13 polyUb	Gli-Sufu block	Apaf-1 inh	697 NFkB inh	HKDC1 inh	SENP7 block	Jurkat NFkB inh
COCCNC(=O)Cn1cnc2c(cnn2-c2ccc(OC)cc2)c1=O	1	4	1	5	5	-1	1	-1
CC1(C)NC(=O)N(CCOc2ccc([N+](=O)[O-])cc2)C1=O	-5	3	-6	-3	27	-8	-2	8
O=C(CNS(=O)(=O)c1ccc([N+](=O)[O-])cc1)N/N=C/c1ccc(O)cc1O	1	-4	6	2	3	-35	-4	11
CCOC(=O)c1cccc(NC(=O)CN(c2ccc(OC)cc2)S(=O)(=O)c2c(C)noc2C)c1	0	9	-2	7	17	1	5	15
Cc1ccc(SCCC(=O)Nc2ccccc2Br)cc1	39	-4	-4	9	10	7	38	4
CS(=O)(=O)c1ccc(Cl)c(S(=O)(=O)NCc2ccccc2)c1	-10	-7	4	-20	-8	-9	-13	12
CN(Cc1ccc(Cl)cc1Cl)C(=O)CCNC(=O)c1ccco1	-5	-8	7	11	-1	1	1	8
COc1cc(/C=N/n2cnnc2)ccc1OC(=O)c1cccnc1	3	-31	-2	-4	-1	4	-6	9
Cc1ccc(C)c(NC(=S)Nc2cccc3cnccc23)c1	77*	-73	-15	96*	0	20	54*	3
COc1cccc(N2CCN(C(=O)c3cn(Cc4ccccc4)nc3-c3cccnc3)CC2)c1	5	5	2	4	-45	2	-5	61*
Cc1coc2c1c(C)cc1oc(=O)c(CC(=O)N[C@@H](C)C(=O)O)c(C)c12	0	9	2	5	5	-4	4	-4
CC(C)Oc1ccc(CNC(=O)CCCN2C(=O)C(c3ccccc3)Oc3cccnc32)cc1 (stereo not given)	6	4	-2	-4	3	-5	9	11
Oc1ccc(C=NC2CCCCC2)cc1	-1	0	1	1	6	-5	8	-4
COc1ccc(N(CC(=O)N/N=C/c2cccnc2)S(=O)(=O)c2ccccc2)c(OC)c1	-4	5	4	6	-11	-3	0	-12
Cc1cccc(NC(=O)COc2coc(CN3CCc4ccccc4C3)cc2=O)c1	1	1	-14	11	-8	2	-17	-14
CS(=O)(=O)N(CC(=O)N1CCc2ccccc2C1)c1cccc(F)c1	1	4	-25	-2	3	-6	4	5
CN(C)C(=O)Nc1cnc2ccccc2c1	-1	-6	11	18	-1	-5	5	-24
COc1cccc(/C=N/NC(=O)c2cccc([N+](=O)[O-])c2)c1OS(=O)(=O)c1ccccc1	-7	4	1	13	12	1	-3	-6
CCOC(=O)c1sc(NC(=O)COc2ccc3c(c2)OCO3)nc1C	-5	-1	0	6	-9	-3	-6	-6
CC(=O)Nc1ccc(N2C(=O)CSC2c2ccccc2[N+](=O)[O-])cc1 (stereo not given)	-2	1	-1	-9	14	-2	-1	-18
CN1CCN(S(=O)(=O)c2cccc(C(=O)N(C)CC(=O)Nc3ccc(F)c(F)c3F)c2)CC1	-8	-2	-6	7	3	-6	-14	-8
O=C(CCSc1nc2cc(Cl)ccc2o1)N1CCOCC1	0	-1	2	3	-19	0	-2	6
C=CCn1c(SC(C)C(=O)c2c(N)n(C)c(=O)n(C)c2=O)nnc1-c1ccoc1C (stereo not given)	-2	6	9	5	14	-4	5	6
CCC1(CC)C(=O)C2=C3C1[C@H](C(=O)OC)C=C(C(=O)OC)C[C@H]3[C@H]1C(=O)N(CC(=O)OC)C(=O)[C@H]1[C@H]2C (stereo not given in full)	-5	-2	-1	-5	12	4	2	-2
O=C(Nc1ccc(C(=O)N2CCOCC2)cc1)Nc1cccc(Cl)c1	40	-2	-29	7	-44	15	57*	-50
CCOC(=O)c1c(Cl)c(C)nn1-c1nc(OC)cc(OC)n1	1	7	3	-2	6	-14	5	5
O=C(Cc1ccc([N+](=O)[O-])cc1)Nc1cccc(C(=O)N2CCCC2)c1	-7	-4	-10	7	5	-2	7	11
CC(C)(C)C1CCc2onc(C(=O)Nc3ccc4c(c3)OCO4)c2C1 (stereo not given)	0	-1	-17	9	-1	-2	6	-14
CCCCCn1c(=O)[nH]c2cc(C(=O)NCCc3ccc(OC)c(OC)c3)ccc2c1=O	6	-8	-7	21	-29	-3	-1	12
O=C(CCCn1c(=S)[nH]c2cc3c(cc2c1=O)OCO3)N1CCN(c2ccccc2F)CC1	-5	23	-2	19	-8	10	3	-6

Record cards (already shown). Values in the order: SENP8 block | UBC13 polyUb | Gli-Sufu block | Apaf-1 inh | 697 NFkB inh | HKDC1 inh | SENP7 block | Jurkat NFkB inh
Record of CN(Cc1ccc(Cl)cc1Cl)C(=O)CCNC(=O)c1ccco1 → -5 | -8 | 7 | 11 | -1 | 1 | 1 | 8
Record of COc1cc(/C=N/n2cnnc2)ccc1OC(=O)c1cccnc1 → 3 | -31 | -2 | -4 | -1 | 4 | -6 | 9
Record of COc1ccc(N(CC(=O)N/N=C/c2cccnc2)S(=O)(=O)c2ccccc2)c(OC)c1 → -4 | 5 | 4 | 6 | -11 | -3 | 0 | -12
Record of COCCNC(=O)Cn1cnc2c(cnn2-c2ccc(OC)cc2)c1=O → 1 | 4 | 1 | 5 | 5 | -1 | 1 | -1

Further entries
SMILES	SENP8 block	UBC13 polyUb	Gli-Sufu block	Apaf-1 inh	697 NFkB inh	HKDC1 inh	SENP7 block	Jurkat NFkB inh
COc1ccc(/C=N\NC(=O)c2cccc(Br)c2)c(OC)c1	-9	-19	6	16	19	-11	-4	-2
COc1cc(NC(=O)CN2CCN(S(=O)(=O)/C=C/c3ccccc3)CC2)cc(OC)c1OC	8	6	-3	-11	2	-2	0	5
O=c1c(-c2nc3ccccc3s2)cccn1Cc1ccccc1	-10	33	-100	17	-118	8	-2	-127
COc1cc(/C=C/C(=O)OCC(=O)NCCN2C(=O)CSC2=O)ccc1OC(F)F	8	-8	25	-3	-3	-10	5	-7
CCCn1cnc2scc(-c3ccc(OC)cc3)c2c1=O	11	-4	5	5	7	5	-3	-20
Nc1nonc1-n1nnc(C(=O)N/N=C/c2cccc(F)c2)c1-c1ccccc1	10	0	5	8	12	3	3	-2
O=C(NCc1nnc(SCC(=O)N2CCCCCC2)o1)c1ccc(F)cc1	7	-1	-14	12	-5	0	2	9
CC(=O)c1ccc(OCC(O)CN2CCN(Cc3ccccc3)CC2)cc1 (stereo not given)	-11	5	-2	-1	-19	-7	-1	5
CCC(CC)c1nnc(NC(=O)CS(=O)(=O)c2ccccc2)s1	7	0	21	4	7	-7	4	5
O=C1CC(c2cccc(Cl)c2)CC(O)=C1C=Nc1ccccc1 (stereo not given)	-2	10	18	-1	16	8	4	19
CCOc1ccc(N2C(=O)CC(SC(=NC)Nc3cccc(OC)c3)C2=O)cc1 (stereo not given)	-2	-8	2	16	-6	-8	-1	0
O=C1CCc2cc(S(=O)(=O)N3CCCC3C(=O)N3CCN(c4ccccc4F)CC3)ccc2N1 (stereo not given)	2	-10	8	-3	13	-4	1	13
COC(=O)[C@@]12OC[C@]34[C@H]([C@@H](O)[C@@H]1O)[C@@]1(C)C(=O)C(O[C@@H]5OC(CO)[C@@H](O)[C@@H](O)[C@@H]5O)=C[C@@H](C)[C@@H]1C[C@H]3OC(=O)[C@H](OC(=O)/C=C(\C)C(C)(C)OC(C)=O)[C@@H]24 (stereo not given in full)	4	0	6	-5	44*	-2	2	28
Cc1ccc(C(c2sc3nc(C)nn3c2O)N2CCN(CCO)CC2)cc1 (stereo not given)	2	-6	-4	-5	19	-3	2	3
O=S(=O)(NCC(c1ccco1)N1CCCCC1)c1cccc(C(F)(F)F)c1 (stereo not given)	-7	20	7	5	4	2	-5	18
CC(C)(C)c1ccc(C(=O)NCC(=O)N2CCCC2)cc1	-11	-7	-25	1	-11	0	-2	-11
C=C1c2cc(C)ccc2NC(=O)N1c1ccc(C)cc1	-8	-4	-9	9	-9	-4	1	-39
CC(C)CCNC(=O)C1CCC(CNS(=O)(=O)c2ccc(Cl)cc2)CC1 (stereo not given)	-4	-6	3	4	-11	0	-10	0
Cc1ccc(N2CCN(S(=O)(=O)c3nnc(NC(=O)c4ccccc4)s3)CC2)cc1	2	-11	4	2	4	-5	-5	0
Cc1nc(CS(=O)(=O)c2ccccc2)cc(N2CCN(c3ccccc3F)CC2)n1	1	0	17	6	7	-11	5	-5
Cc1nc(SCC(=O)NC2CCCCC2C)c(C#N)c(C)c1C (stereo not given)	7	11	3	-3	13	3	-4	2
CCC(=O)N1N=C(c2ccc(C)cc2)CC1c1ccco1 (stereo not given)	-15	-4	-5	13	-10	-4	-9	-11
CN(C)/C=C(\C#N)S(=O)(=O)C(C)(C)C	5	5	3	-7	10	-10	1	9
COc1ccc(C(CNC(=O)c2ccc(Cl)c(NC(=O)c3cccs3)c2)N2CCCC2)cc1 (stereo not given)	-5	6	33	16	-15	-6	-3	-4
c1ccc2c(c1)nc1n2CCN1	-5	-6	1	3	17	-11	2	8
COc1ccc(/C=C/C(=O)Nc2ccc(-n3nncc3-c3ccccc3)cc2)cc1OC	9	1	21	9	-23	16	7	10
O=C(Nc1ccc(C(F)(F)F)cc1)c1ccc(NC(=O)C2CCCO2)cc1 (stereo not given)	3	2	-2	3	-13	9	7	-7
Cc1cc(F)ccc1NCc1ccc([N+](=O)[O-])cc1	1	13	-34	9	14	-1	5	1
Cc1cccc(NC(=O)CN(C)C(=O)C2CCCC2)c1C	-12	-6	5	6	-3	-5	-4	-7
COc1ccc(C(=O)Nc2cc(C(F)(F)F)ccc2-n2cnc3ccccc32)cc1	-2	-8	5	20	0	-7	7	1
COc1ccc(N2CCN(c3ccc([N+](=O)[O-])cc3Cl)CC2)cc1	1	-2	17	-9	18	-1	4	10
CCCOc1ccccc1OCC(=O)Nc1cc(Cl)ccc1-n1cncn1	4	3	-4	18	4	-2	-6	23
O=C1c2ccccc2NC(c2ccccc2O)N1c1ccc(F)cc1 (stereo not given)	11	13	-52	5	-65	-3	21	-47
CCOC(=O)c1sc(=NC(=O)c2ccc(OC)c(OC)c2)n(C)c1C	-12	11	-28	-20	-25	0	7	-50
C/C(=C\C(=S)Nc1ccccc1)Nc1ccccc1	-7	-9	-6	-2	13	-6	2	2
CCOC(=O)/C=C1\SCC(=O)N1CC(=O)NCc1ccc(OC)c(OC)c1	-6	2	-1	-3	5	-10	0	6
CN(CC(=O)Nc1ccc(F)c(F)c1F)C(=O)CCCc1nc2ccccc2c(=O)[nH]1	-7	-3	2	1	20	-1	-9	-14
COc1ccc(-n2c(=S)[nH]c3cc(C(=O)Nc4cc(C(N)=O)ccc4OC)ccc3c2=O)c(OC)c1	7	-1	-18	4	15	-1	2	-8
CC(=O)Nc1ccc(NC(=O)C2CCCN2C(=O)NCc2ccccc2)cc1 (stereo not given)	3	1	-35	-7	-2	-5	-3	0
Cc1ccccc1NC(=O)Cn1nnc(-c2ccc(CN3CCC(C)CC3)cc2)n1	-1	4	-8	-4	2	-1	7	-9
COc1cccc(/C=N/N2C(=O)NC3(CCCCC3)C2=O)c1O	-15	1	-3	19	3	11	10	-1
O=C(Oc1ccc(F)c(F)c1)c1ccc2c(=O)n3c(nc2c1)CCC3	0	16	-2	-9	10	-2	-34	8
